# NadD block – blocks S. aureus nicotinate mononucleotide adenylyltransferase | 0.78% of 360,000 active | inhibition, % at 20 µM | purified NadD enzyme, colorimetric absorbance read-out | AID 602399; in the data active = inhibition above about 26%; also: some compounds past the cut are filed as inactive
# CSN deneddyl inh – blocks human CSN-mediated cullin deneddylation | Q92905 | Purified CSN, SCF-Nedd8-OG deneddylation, fluorescence polarization | inhibition, % at 12.5 µM | 0.38% of 360,000 active;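 active = pattern-corrected inhibition above about 35%, with an unprinted fluorescence ratio check between 0.5 and 1.5, limit read from the data, passing the limit was not always enough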;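 also: 0% = enzyme with substrate and 100% = substrate without enzyme; some results filed as inactive read as strong as hits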
#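 Detection – fluorescence polarization · System – HEK293T-derived human Csn5 enzyme · Controls – substrate-only high control, full reaction low control · Timing – 90 min, room temperature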
# Rpn11 block – blocks the human proteasome subunit Rpn11 | calls only at 20 µM | 0.59% of 360,000 active | O00487 | AID 588493 | human 26S proteasome, Ub4-pepOG fluorescence polarization; 20S core pre-blocked with epoxomicin;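 active = inhibition at 20 µM, scaled to each plate's controls, above about 33%, limit read from the data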
# Target sequence (O00487 whole entry, looked up): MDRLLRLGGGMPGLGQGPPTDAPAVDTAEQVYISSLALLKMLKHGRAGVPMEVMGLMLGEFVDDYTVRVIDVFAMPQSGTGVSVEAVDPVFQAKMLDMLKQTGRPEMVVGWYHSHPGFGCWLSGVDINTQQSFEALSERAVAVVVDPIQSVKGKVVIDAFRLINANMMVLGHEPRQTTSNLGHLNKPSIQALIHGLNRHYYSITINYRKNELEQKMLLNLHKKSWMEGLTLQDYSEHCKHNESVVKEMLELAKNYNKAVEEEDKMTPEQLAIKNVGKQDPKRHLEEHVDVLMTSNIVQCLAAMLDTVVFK
# Tb MetRS inh – blocks T. brucei methionyl-tRNA synthetase activity | inhibition, % at 11.9 µM | purified T. brucei MetRS, ATP depletion, Kinase-Glo luminescence | AID 624268 | 0.4% of 360,000 active;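 active = inhibition above a per-plate cutoff of the control wells' mean inhibition plus 3 SD, cut at about 5.5% in these data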;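 also: 0% = DMSO wells median and 100% = median of wells with control inhibitor compound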
#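 Assay system: T. brucei methionyl-tRNA synthetase, purified | Medium: HEPES buffer with MgCl2, KCl, DTT, spermine, BSA, pyrophosphatase | Compound: 11.9 µM single point | Incubation: 15 min enzyme-compound preincubation, 2 h reaction, 10 min detection, 25 °C | Measured by: Kinase-Glo luciferase luminescence reporting remaining unconsumed ATP | Measure: % inhibition normalized to control-well medians | Replication: Singlicate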
# SUMO1 PPI mod – SUMO1-SIM interaction modulation; P63165; 0.33% of 360,000 active; inhibition, % at 20 µM; SUMO1 binding to a labelled peptide, TR-FRET, 1 h; in the data active = inhibition above about 37%
# Target sequence (P63165 whole entry, looked up): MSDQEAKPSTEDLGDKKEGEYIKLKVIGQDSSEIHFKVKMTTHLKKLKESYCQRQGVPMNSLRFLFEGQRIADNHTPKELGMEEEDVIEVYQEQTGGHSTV
# LMPTP block – blocks human LMPTP phosphatase; 0.22% of 360,000 active; inhibition, % at 20 µM; P24666; recombinant LMPTP-A, OMFP fluorogenic substrate, fluorescence intensity;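 active = compounds that cut the enzyme signal by at least half of the control window in the single-dose screen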;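 also: plate controls were DMSO wells with enzyme plus substrate for no effect and substrate without enzyme for full effect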
# Target sequence (P24666 whole entry, looked up): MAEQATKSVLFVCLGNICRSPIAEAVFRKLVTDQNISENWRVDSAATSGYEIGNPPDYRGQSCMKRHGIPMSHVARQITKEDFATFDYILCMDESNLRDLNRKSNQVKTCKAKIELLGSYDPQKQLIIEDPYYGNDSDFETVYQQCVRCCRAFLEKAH
#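 Test system: LMPTP-A phosphatase enzyme. Amount: LMPTP-A at 0.625 nM final in the reaction. Reagent: OMFP substrate, 400 µM final. Times: 50 min at room temperature. Signal: endpoint fluorescence intensity from OMFP dephosphorylation. Read-out basis: % inhibition. Benchmarks: no-enzyme and uninhibited controls.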
# DNMT1 block – DNMT1 (human) enzyme inhibition. P26358. DNMT1 molecular beacon, Hinp1I cleavage, fluorescence. inhibition (reported as % activation of signal), % at 10 µM. 0.83% of 360,000 active. AID 588458; in the data active = inhibition above about 50%
# MLLE-PAM2 inh – inhibitors of microRNA-mediated deadenylation, human PABP1 MLLE binding; GST-MLLE / FITC-PAM2 fluorescence polarization; AID 588489; 0.36% of 360,000 active; inhibition, % at 20 µM; in the data active = inhibition above about 35%, passing the limit was not always enough;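 also: plate controls were DMSO wells with GST-MLLE for no effect and wells lacking GST-MLLE protein for full effect; some results filed as inactive read as strong as hits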
# Scp1 inh – inhibitors of human Scp-1 phosphatase; Q9GZU7; Recombinant Scp1, phosphopeptide, malachite green phosphate absorbance; inhibition, % at 20 µM; 0.88% of 340,000 active;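 active = inhibition above about 50% at 20 µM, limit read from the data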;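 also: plate controls were DMSO wells with enzyme for no effect and wells lacking enzyme for full effect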
# Target sequence (Q9GZU7 76-261 limits assumed): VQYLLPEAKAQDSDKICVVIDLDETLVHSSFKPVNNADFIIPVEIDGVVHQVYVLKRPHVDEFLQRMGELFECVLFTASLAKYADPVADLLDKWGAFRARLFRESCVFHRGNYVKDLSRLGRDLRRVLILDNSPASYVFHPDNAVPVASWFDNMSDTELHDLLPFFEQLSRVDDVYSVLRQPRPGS
#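 Test system: SCP-1 catalytic domain; Buffer or medium: Acidic Tris acetate buffer with magnesium and detergent; Also added: Phosphorylated 17-residue peptide substrate; Compound: single 20 µM dose, 1% DMSO; Schedule: enzyme reaction 45 min at room temperature, colour 5 min, stabilisation 30 min; Signal: Phosphate-binding colour reagent, absorbance read at 630 nm.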
# STEP inh – blocks human striatal-enriched tyrosine phosphatase | P54829 | recombinant STEP, OMFP fluorogenic substrate, fluorescence | inhibition, % at 20 µM | 0.25% of 360,000 active;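 active = inhibition at 20 µM, scaled per plate between control wells, above about 37%, limit read from the data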;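 also: 0% = DMSO with enzyme and substrate and 100% = substrate only without enzyme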
#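 medium = Bis-Tris buffer pH 6.0, 2.5 mM DTT, 0.005% Tween 20 | test system = STEP (striatal-enriched tyrosine phosphatase) enzyme, cell-free | measure = normalized % inhibition | compound dosing = 20 µM, 1% DMSO | also added = 25 µM OMFP | schedule = reaction 20 min, ambient temperature | measured by = fluorescence read at 480 nm ex / 540 nm em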
# The depositor's hits bear a star; i = inactive; · = no result given; & = joins results of further samples.
# Results follow in this order: NadD block, CSN deneddyl inh, Rpn11 block, Tb MetRS inh, SUMO1 PPI mod, LMPTP block, DNMT1 block, MLLE-PAM2 inh, Scp1 inh, STEP inh
Cc1ccccc1NC(=S)N(Cc1cccnc1)Cc1ccccc1Cl
  1.0, -2.8, i, -0.1, 0.8, -1.3, 4.8, -19.1, 3.6, 2.0
O=S(=O)(CC=CCS(=O)(=O)c1ccccc1)c1ccccc1
  -1.6, -4.5, i, -0.4, -8.3, -0.5, 4.7, 12.7, -12.4, -0.8
COc1nc(OCCNC(C)=O)nc(N(C)C)n1
  -3.7, 3.4, i, 0.2, 2.4, -0.7, -1.8, 6.7, 2.3, -3.2
Cc1cc2c3nonc3ccc2n1C
  -0.7, -2.2, i, -1.4, -8.2, -1.1, 3.1, 4.2, -7.0, 2.8
COc1ccc(-c2nnc3ccc(SCC(=O)NCc4ccco4)nn23)cc1OC
  2.2, 4.3, i, -0.6, -4.9, 1.1, 3.5, 14.1, 2.9, 0.1
O=C(O)c1ccc(N=Nc2c(-c3ccccc3)[nH]oc2=O)cc1
  -1.7, 4.1, i, -1.4, -25.5, 2.9, 4.9, 4.7, -1.6, 0.2
O=C(CN1CCc2ccccc2C1)Nc1ccccc1C(=O)NC1CC1
  -4.1, 0.8, i, 0.2, 0.8, -0.7, 2.2, 6.5, -6.8, -1.9
O=C(NCCCN1CCN(CCCNC(=O)c2ccc(F)cc2)CC1)c1ccc(F)cc1
  0.2, -1.9, i, 0.2, -0.5, -1.1, 2.8, 6.6, -7.8, 0.5
Cc1ccc(-c2nc(C=Nc3ccc(O)cc3)c(O)o2)cc1
  -3.1, 1.2, i, -0.6, -12.2, 0.6, -1.0, -15.5, -0.8, -2.2
O=S(=O)(CS(=O)(=O)c1ccc(Cl)cc1)c1ccc(Cl)cc1
  4.0, 0.2, i, -1.0, 0.2, -0.3, 1.8, 5.7, -7.2, 0.9
CCOc1cccc2cc(C(=O)Nc3cc(C)on3)c(=O)oc12
  -0.5, -2.8, i, -0.1, -18.2, 14.4, -1.3, -4.2, -1.5, 0.0
O=C(NNc1cc(N2CCCC2)nc(N2CCCC2)n1)c1ccc([N+](=O)[O-])cc1
  7.0, 41.2*, i, 0.1, 37.1*, 11.0, 55.6*, -7.1, -6.5, -0.4
COc1ccccc1NC(=O)/C(C#N)=C/c1cccn1C
  -0.9, 0.9, i, -0.4, -9.6, 1.2, -3.0, 4.6, -10.7, 0.6
CN(C)S(=O)(=O)Oc1ccsc1C(=O)Nc1cccc(Cl)c1Cl
  -5.1, -2.3, i, 0.4, 3.4, 2.7, -4.0, -2.6, -13.2, 1.5
CCCc1cc(-c2n[nH]c(=S)n2CC)c2ccccc2n1
  17.9, -8.5, i, -1.2, 2.2, 0.0, 2.3, -138.1, 6.5, 1.4

# (list continues)
# Results follow in this order: NadD block, CSN deneddyl inh, Rpn11 block, Tb MetRS inh, SUMO1 PPI mod, LMPTP block, DNMT1 block, MLLE-PAM2 inh, Scp1 inh, STEP inh
C/C(=N\NC(=O)C1CC1)c1ccc(OC(F)F)cc1OC(F)F
  -15.6, -0.5, i, 0.0, -1.8, -0.3, -0.4, -2.1, -5.9, -4.0
Cc1ccc(CN2CCN(Cc3nc4c(s3)CCCC4)CC2CCO)cc1 (stereo not given)
  -0.4, -1.1, i, 0.3, 0.2, -0.7, -2.3, 12.4, -8.7, 0.8
COc1ccc(C(=O)N/N=C(\C)c2ccccn2)cc1OC
  -6.4, 5.2, i, -0.8, -7.3, -1.2, 9.2, 5.6, -6.7, -3.6
C=CCNC(=O)COC(=O)c1ccc(C)c(NC(=O)c2ccco2)c1
  -2.1, -5.9, i, -0.7, 5.7, -0.4, -11.5, 4.4, -8.3, 2.0
COc1cc(CNCCc2ccccc2)ccc1OCc1ccc(Cl)nc1
  -2.0, 1.1, i, -1.1, 4.1, -1.8, 0.9, 6.3, 1.5, 0.1
CCN(CC(=O)NCCC1=CCCCC1)S(=O)(=O)c1ccccc1
  -5.2, -0.5, i, -0.7, 2.1, -0.1, -0.2, 14.8, -4.1, 2.1
C[C@H](CO)N1C[C@H](C)[C@@H](CN(C)Cc2ccc3c(c2)OCO3)Oc2c(NC(=O)C3CC3)cccc2C1=O
  2.2, -1.5, i, -0.3, 6.0, 0.3, -0.1, 0.2, -0.2, 0.8
COc1cccc(CN(C)C(=O)CC2C(=O)NCCN2C2Cc3ccccc3C2)c1 (stereo not given)
  -2.2, -4.1, i, -0.4, -0.1, 1.7, -1.0, -4.4, -2.4, 0.7
Cc1ccc(NC(=O)c2ccc(S(=O)(=O)NCC3CCCO3)cc2)cc1 (stereo not given)
  -5.4, 4.6, i, 0.2, 4.3, -0.4, -0.3, 9.5, -7.7, 2.4
O=C(NCc1ccccc1)c1ccc(OCC2CCCO2)cc1 (stereo not given)
  1.3, -3.9, i, 0.1, -2.1, -0.8, -1.4, 3.1, -3.7, -0.5
Cc1ccc(CCNC(=O)C2CCCN(S(=O)(=O)c3cccs3)C2)cc1 (stereo not given)
  -1.1, 2.3, i, -0.5, -2.3, -0.1, 2.9, -3.8, -5.6, -1.9
CCOC(=O)c1nnc(-c2ccccc2)nc1N1CCSCC1
  -6.8, -3.0, i, -1.0, 2.8, -1.2, -0.6, 9.1, -5.0, -1.9
O=C(NCc1ccco1)c1cc2sccc2n1Cc1ccccc1
  -11.1, -1.0, i, -1.2, -0.2, 2.7, -7.8, -10.6, -14.3, 2.7
O=C(O)CN=C1CC(c2ccccc2)CC(=O)/C1=C(/O)CCCN1C(=O)c2ccccc2C1=O (stereo not given)
  -2.8, -6.7, i, -0.1, -1.3, 1.8, -0.5, 6.6, -6.4, -0.8
CC(C)CCNC(=O)Cc1csc(-c2ccccc2)n1
  2.8, 1.0, i, -0.8, -0.9, 1.5, 0.3, -10.9, 7.5, 1.8

# (next part)
# Results follow in this order: NadD block, CSN deneddyl inh, Rpn11 block, Tb MetRS inh, SUMO1 PPI mod, LMPTP block, DNMT1 block, MLLE-PAM2 inh, Scp1 inh, STEP inh
CC(C)n1c(SCC(=O)Nc2ccc(N3CCOCC3)cc2)nnc1-c1ccco1
  0.9, 0.1, i, 0.7, 2.1, 0.9, -1.6, 2.4, 5.1, 0.8
O=C(Nc1ccc(F)cc1)c1ccc(-n2cncn2)c([N+](=O)[O-])c1
  -1.6, -8.3, i, 33.5*, -23.6, 0.0, 4.7, 8.4, 1.6, -3.1
COC(=O)[C@]12CCCCC=C1N(Cc1ccc3c(c1)OCO3)C(=O)[C@H](CC(=O)NCC13CC4CC(CC(C4)C1)C3)C2
  ·, 4.9, ·, -0.5, 3.7, 6.9, ·, ·, ·, ·
C=CCNC(=O)C1CC1(c1ccccc1)c1ccccc1 (stereo not given)
  0.7, -1.2, i, -0.1, -1.1, -1.4, 0.8, 3.8, -11.7, 0.1
OCCN(CC#CC(O)(c1ccccc1)c1cccc(F)c1)CCO (stereo not given)
  0.6, -2.9, i, -0.9, 1.2, 0.1, 4.9, -11.0, -3.3, 0.1
CCOc1cc(/C=C2/NC(=O)N(CC(=O)Nc3cccc(C)c3)C2=O)ccc1O
  2.9, -2.0, i, 0.7, -9.3, -0.2, -7.8, 2.6, -13.2, 1.5
CN(C)/C(=N\S(=O)(=O)c1ccccc1)c1ccc(F)cc1
  -1.4, 1.6, i, -0.1, 5.9, 0.7, -1.6, -14.0, -3.7, -3.4
CCCCn1c(N)c(N(CC(C)C)C(=O)C2CCN(c3ncnc4sc(C)c(C)c34)CC2)c(=O)[nH]c1=O
  14.5, -5.7, i, -0.3, 1.3, 0.0, -1.8, 4.8, -0.6, 0.7
CCC(C)Sc1cccc(-c2nc3cc(C)ccn3c2NCc2ccccc2)c1 (stereo not given)
  1.9&5.8, -1.7&-3.6, i, -0.2&0.1, 11.3&0.6, 14.9&9.3, -11.7, -1.8, 7.9, 1.8
CCNC(=S)NC1CC2CCCC(C1)N2Cc1ccc(C)cc1 (stereo not given)
  -0.9, -4.5, i, -0.2, -1.6, 0.7, 1.0, -69.4, 2.3, 3.1
COc1ccc(Cc2nnc(NC(=O)Nc3ccc(F)cc3)s2)cc1
  6.1, -7.7, i, -0.2, 3.4, -2.0, 20.6, -13.6, 0.1, 2.2
NS(=O)(=O)c1ccc(CNC(=O)CCS(=O)(=O)Cc2ccccc2)cc1
  4.8, -0.8, i, -0.2, -0.1, 0.0, 2.3, 7.9, -1.3, -0.2
O=C(Nc1cccnc1Cl)C1CCCN(c2ncnc3c2nc2n3CCCCC2)C1 (stereo not given)
  8.6, 1.5, i, -0.7, -3.8, 0.4, 4.3, 2.2, -0.9, -0.8
O=C(CNc1ccccc1)N/N=C/c1cn(-c2ccccc2)nc1-c1ccccc1
  -5.7, -5.1, i, -0.2, -3.8, -1.1, -3.1, -1.1, -11.7, 3.3
CC(=O)Nc1cccc(NC(=O)CSc2nnc(NC(=O)c3ccco3)s2)c1
  1.4, 6.5, i, -0.4, 11.5, 2.7, 2.2, -10.5, -12.6, 0.9
Cc1c(C(=O)NN2CCOCC2)oc2c1ccc1ccccc12
  1.4, 14.0, i, -0.4, 0.1, 1.9, 0.6, 6.0, -4.1, 0.2
Cc1ccc(S(=O)(=O)Oc2ccc3c(c2)O/C(=C\c2cccnc2)C3=O)cc1
  6.5, 1.2, i, -1.3, -13.5, 2.3, -6.8, -13.6, 2.2, 0.1
CCOc1ccc(-c2cc(CCCC(=O)NCc3cccnc3)no2)cc1
  -6.1, -1.9, i, -0.8, -2.8, -0.2, -3.5, 1.4, -6.5, -2.8

# Rewritten with tabs: four of the compounds above
structure	NadD block	CSN deneddyl inh	Rpn11 block	Tb MetRS inh	SUMO1 PPI mod	LMPTP block	DNMT1 block	MLLE-PAM2 inh	Scp1 inh	STEP inh
Cc1ccc(CCNC(=O)C2CCCN(S(=O)(=O)c3cccs3)C2)cc1 (stereo not given)	-1.1	2.3	i	-0.5	-2.3	-0.1	2.9	-3.8	-5.6	-1.9
Cc1ccc(S(=O)(=O)Oc2ccc3c(c2)O/C(=C\c2cccnc2)C3=O)cc1	6.5	1.2	i	-1.3	-13.5	2.3	-6.8	-13.6	2.2	0.1
O=C(O)c1ccc(N=Nc2c(-c3ccccc3)[nH]oc2=O)cc1	-1.7	4.1	i	-1.4	-25.5	2.9	4.9	4.7	-1.6	0.2
C[C@H](CO)N1C[C@H](C)[C@@H](CN(C)Cc2ccc3c(c2)OCO3)Oc2c(NC(=O)C3CC3)cccc2C1=O	2.2	-1.5	i	-0.3	6.0	0.3	-0.1	0.2	-0.2	0.8
